Pf Dd2 inh – qHTS Primary assay for Inhibitors of Plasmodium falciparum Dd2 growth in vitro; P. falciparum Dd2 growth, SYBR Green, 72 h; Potency, µM (titrated, usually from 28.9 µM), without a hit: top-dose activity, negative = inhibition, usual class: inhibitors; hit rate 4.3% among 120,000; AID 1347417, 2020; active = well fitted inhibition curve with a large enough effect; inconclusive = small, poorly fitted or top-dose-only effect; inactive = no such curve, though single readings can be large or run the other way;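 note: plate controls were DMSO vehicle for no effect and reference drug for full effect; nearly all actives have a fitted effect of over 65% in size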
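Readout: SYBR Green fluorescence, 485 nm excitation, 535 nm emission, after ~16 h lysis at 37C. Before that, Dd2-infected red cells (2.5% hematocrit) grew 72 h with compound, 29 uM top final concentration.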
Starred values were filed as active, the others as inactive; i = inactive; ? = inconclusive; [ ] = dose if it differs, or a comment. Potency is the fitted concentration of half-maximal effect.

structure,Pf Dd2 inh
O=C(Nc1c(-c2ccccc2)nc2ccccn12)c1ccccc1F,-4%
CC[C@H]1CN(C(=O)C2CC2)CC[C@H]1CC(=O)N(C)CCC#N,-18%[44.1 µM]
CN(C)S(=O)(=O)c1ccc2c(c1)N(CC(=O)N1CCN(c3cccc(Cl)c3)CC1)CCS2,?
CC1CCc2noc(NC(=O)c3ccc([N+](=O)[O-])cc3)c2C1 (stereo unspecified),-16%
O=C(NCC1CC1)c1ccc2c(c1)C1(CCN(CC3CC3)C1)CN2Cc1ccccc1 (stereo unspecified),-2%[44.1 µM]
Cc1cccc(-n2c(/C=C/c3cccc4ccccc34)nc3ccccc3c2=O)c1,23%
CCOC(=O)c1nc(Nc2cccc(C)c2)c2ccccc2n1,4%
CCCCc1cn(C[C@H]2CC3CCN2C[C@@H]3C(=O)NCCOC)nn1 (stereo partly specified),15%[44.1 µM]
COc1cc(-c2onc(C)c2C(=O)NCCSC)cc(OC)c1OC,i
COc1ccc(/C=C/c2ccc3c(c2)C(=O)N2CC[C@H](N)[C@H]2C(=O)N3)cc1,?
Cc1cc(C)cc(Nc2nc3cc(Cl)c(Cl)cc3nc2-n2nc(C)cc2C)c1,16%
CC1(C(=O)NCc2cccnc2)CCc2cnc(NCc3ccccc3)nc21 (stereo unspecified),i
CCc1ccccc1NC(=O)CSc1nc2n[nH]c(C)c2c(=N)n1-c1cccc(C)c1,-10%
CCCCC(=O)Nc1ccc(C(=O)OCc2cc(=O)n3nc(C4CC4)sc3n2)cc1,-8%
CCN(CC)c1ccc2cc(-c3nc(-c4cc(OC)c(OC)c(OC)c4)no3)c(=O)oc2c1,111%[activator]
CC(=O)Nc1ccc(S(=O)(=O)N[C@H]2CO[C@H]3[C@@H]2OC[C@H]3OC(=O)Nc2ccccc2)cc1,?

For convenience, part of the list above.
structure,Pf Dd2 inh
CCOC(=O)c1nc(Nc2cccc(C)c2)c2ccccc2n1,4%
CCCCc1cn(C[C@H]2CC3CCN2C[C@@H]3C(=O)NCCOC)nn1 (stereo partly specified),15%[44.1 µM]

Further results.
structure,Pf Dd2 inh
CN1[C@@H](CCC(=O)N2CCOCC2)CNC(=O)[C@@H]2[C@H]1CCN2Cc1ncc[nH]1,20%[44.1 µM]
Cc1ccc(C(=O)Nc2ccc(F)cc2)cc1S(=O)(=O)N1CCCCCC1,-37%
COc1ccc(C(=O)N2CCC(C(=O)N3CCCCCCNC(=O)CC3)CC2)cn1,18%
Cc1ccc(S(=O)(=O)N2CCC(CCC(=O)O)CC2)cc1,-7%
CCS(=O)(=O)N1CCc2cc(C(=O)NCCc3ccc(OC)cc3)ccc21,15%
O=C(NC1CC1)c1ccn2cncc2c1,28%[44.1 µM]
C=CCN(C)C[C@H]1CN2CC[C@H]1C[C@@H]2CNC(=O)Nc1ccsc1,?
Cc1cc(C)cc(NC(=O)c2ccc3c(c2)N(C)C2CCCCCN2C3=O)c1 (stereo unspecified),i
O=C(CSc1nc2c([nH]c3ccccc32)c(=O)n1-c1ccc(Cl)cc1)N1CCCC1,21%
O=C(NCCC1=CCCCC1)c1cccnc1N1CC2CC(C1)[C@H]1CCCC(=O)N1C2 (stereo partly specified),?
O=C(NC1CCCC1)c1ccc2c(=O)n(Cc3ccccc3)c(SCc3cccc([N+](=O)[O-])c3)nc2c1,?
CCc1ccc(N2CC(c3noc(-c4ccc(OC)nc4)n3)CC2=O)cc1 (stereo unspecified),37%[activator]
Cc1c(Cl)cccc1-n1nc(C)c2c(C)cc(=O)n(CC(=O)N3CCCc4ccccc43)c21,i
CCOc1ccc(CN2C[C@@H]3C(=O)N(Cc4ccc5c(c4)OCO5)C(=O)[C@@H]3C2)cc1,-15%
Cc1cccc(Nc2ncc(NC(=O)c3cccc(F)c3)c(Nc3cccc(C)c3)n2)c1,2.2µM*
Cc1ccc(C)c(-c2cc3c(=O)n(CCNC(=O)c4ccc(N(C)C)cc4)ccn3n2)c1,?
CC(=O)N1CCCc2cc(S(=O)(=O)N3CCC(C(=O)NCc4cccc(C)c4)CC3)ccc21,?
c1cncc(-c2cc3c(cn2)CN(Cc2ccncc2)CCN3)c1,12%[44.1 µM]
COc1ccc(C2=NOC3(CCN([S+](=O)([O-])c4cccc(C(F)(F)F)c4)C3)C2)cc1 (stereo unspecified),i
Cc1nc(C)c(C(=O)N2CCC3(CC2)CC(N(C2CC2)S(C)(=O)=O)CCO3)s1 (stereo unspecified),i
CCOC(=O)c1[nH]cnc1C(=O)N(CCO)Cc1nccn1C,16%
COCc1ccc2c(c1)c(OC(C)(C)C(=O)N1CC(O)C1)nn2Cc1ccccc1,i
Cn1cc(C(=O)N2CCCC(c3nnnn3C)C2)cn1 (stereo unspecified),-5%
CN1CCCCCCN(Cc2ccc3[nH]ccc3c2)[C@H]2CCC[C@H]2C1=O,2µM*
CCOc1cc(=O)n2c(c1C(=O)Nc1ccccc1C(=O)OC)CCCC2,-42%
COCCc1noc([C@@H]2CN(Cc3ccc(C)o3)C[C@H]2CO)n1,?
COCCc1noc([C@@H]2CC(F)(F)CN2C(=O)c2ncccc2F)n1,28%
COc1ccc(C(=O)N[C@@H]2C=C(C(=O)NCCC(N)=O)C[C@@H](O)[C@@H]2O)cc1,-4%[44.1 µM]
COCc1ccc2c(c1)c(OC(C)(C)C(=O)NC1CCC(O)CC1)nn2Cc1cccnc1 (stereo unspecified),20%
COc1cccc(N2CCN(c3nc4ccc(C(=O)c5ccccc5)cc4n4c(C)nnc34)CC2)c1,6.3µM*
COc1ccc(C(=O)N2CCCCCCN(C)C(=O)[C@@H]3CCC[C@@H]32)cn1,0%
Cc1ccccc1S(=O)(=O)N1CCN(C2CCN(CCC(C)C)C2=O)CC1 (stereo unspecified),?
CC(C)c1noc([C@@H]2C[C@@H](O)CN2Cc2cc3ccccc3o2)n1,i
COCCc1noc([C@@H]2CN(Cc3ccc(F)cc3)C[C@H]2CO)n1,?
Cc1ccccc1CNC(=O)CN1CCSc2ccccc21,21%
CC1=C[C@@H](CNC(=O)c2ccccc2)[C@H](C(C)C)C[C@H]1Cc1nc2ccccc2n1C,?
CCC(CC)C(=O)N1CCC(O)(c2csc(CN3CCc4ccccc4C3)n2)CC1,?
NC(=O)COc1ccccc1CN(Cc1ccsc1)CC1CCCO1 (stereo unspecified),-26%
CN1CCN(CC2(c3nc4c([nH]3)CC(C)(C)CNC4=O)CC2)CC1,17%
Cc1ccc(CN[C@@H]2CO[C@H](CNS(=O)(=O)c3ccc(C)cc3)[C@H]2O)cc1,i
COCC1CN(C2CCC2)CC12CCN(C(=O)Cc1cccc(F)c1)CC2 (stereo unspecified),?
Cc1ccc2ncccc2c1Cn1ccnc1-c1cc2n(n1)CCCNC2,-10%
COCCNC(=O)Cn1cc2c(n1)-c1c(oc(C(=O)N3CCCC3)c1C)CC2,10%
CCS(=O)(=O)C(C)C(=O)Nc1ccc(OC)c(NC(=O)c2ccco2)c1 (stereo unspecified),?
CCn1cc2nc(SCC(=O)Nc3ccc(OC)cc3OC)n(Cc3ccc(Cl)cc3)c(=O)c2n1,i
Cc1ccccc1COC(=O)c1nn(-c2ccccc2)nc1N,30%
O=C(Cc1ccc(F)cc1)N1CCN(C2CCN(CCc3ccccc3)C2=O)CC1 (stereo unspecified),i
COCCn1ncc(N2CCC(C(=O)Nc3ccc(N4CCOCC4)cc3)C2)cc1=O (stereo unspecified),?

The list goes on (five carried over from the part before).
structure,Pf Dd2 inh
CCS(=O)(=O)C(C)C(=O)Nc1ccc(OC)c(NC(=O)c2ccco2)c1 (stereo unspecified),?
CCn1cc2nc(SCC(=O)Nc3ccc(OC)cc3OC)n(Cc3ccc(Cl)cc3)c(=O)c2n1,i
Cc1ccccc1COC(=O)c1nn(-c2ccccc2)nc1N,30%
O=C(Cc1ccc(F)cc1)N1CCN(C2CCN(CCc3ccccc3)C2=O)CC1 (stereo unspecified),i
COCCn1ncc(N2CCC(C(=O)Nc3ccc(N4CCOCC4)cc3)C2)cc1=O (stereo unspecified),?
CCC1CCCCN1C(=O)CSc1nnc(-c2ccc(OC)c(OC)c2)o1 (stereo unspecified),-19%
CN1CCN(Cc2nnc(C(=O)N3CCC[C@@H]3C(c3ccccc3)c3ccccc3)n2-c2ccccc2)CC1,?
COc1ccc(-c2nc3cc(C)ccc3cc2CN2CCCC(C(N)=O)C2)cc1 (stereo unspecified),?
CCS(=O)(=O)Nc1ccc(C(=O)N2CCN(C(C)=O)CC(O)C2)cc1 (stereo unspecified),0%
CN(CC1CCCCC1)C1CCc2ccccc2C1 (stereo unspecified),-24%[44.1 µM]
Cc1conc1CN1CC2(C1)NC(=O)c1ccccc1O2,-14%[44.1 µM]
Cc1ccc(-c2cc3c(=O)n(CCNC(=O)c4ccc(N(C)C)cc4)ccn3n2)cc1C,?
CC1CCN(S(=O)(=O)c2ccc3c(c2)N(CC(=O)Nc2ccc(F)c(Cl)c2)C(=O)CO3)CC1,-5%
O=C(Cc1ccsc1)N1CCC(Cc2nc(-c3ccc(F)cc3)no2)CC1,-5%
C1CC(COCCc2noc(C3CNC3)n2)CCO1,11µM*
CCc1ccc(NC(=O)COc2ccc(-c3nnc4n3CCCC4)cc2)cc1,4µM*
COc1cccc(CN2CCCCC23Cc2ccccc2CNC3=O)n1 (stereo unspecified),?
Cc1ccc(-c2cnc([C@@H]3COCCN3C3CCOCC3)[nH]2)cc1,-18%[44.1 µM]
Cc1ccc2oc(C(=O)N(Cc3sccc3C)C3CCS(=O)(=O)C3)c(C)c2c1 (stereo unspecified),-8%
Cc1ccc2c(c1)N(C(=O)N1CCC(C(=O)NCc3ccccc3C)CC1)CC(C)O2 (stereo unspecified),?
CC(C)n1cc2cc(C(=O)NCCc3cccs3)sc2c1,i
Cc1noc(-c2ccccc2OC2CCN(C(=O)c3cnccn3)C2)n1 (stereo unspecified),14%
CCN1C(=O)C(CC(=O)NCc2ccccn2)Sc2ncccc21 (stereo unspecified),2%
O=C(N[C@H]1CCN2C(=O)c3cc(-c4cccs4)ccc3NC(=O)[C@H]12)c1cnccn1,?
CC1CCCCN1CCCNC(=O)c1cc(Sc2cccc(Cl)c2)nc2ccccc12 (stereo unspecified),?
CN(c1ccc(Cl)c(Cl)c1)C1CNC1,?
CCC(=O)N1CCCC(c2nc(-c3cccnc3)no2)CCNC(=O)CC1 (stereo unspecified),9%
Cn1nnnc1SCCCNCc1cccc(OCc2ccccc2F)c1,?
COc1ccc(NC(=O)c2nn(C)c3c2CSc2ccc(C)cc2-3)cc1OC,i
Cc1cc(C)c(NC(=O)c2cc(C)nc3c2c(C)nn3-c2cccc(F)c2)c(C)c1,20%
Fc1ccc(-c2cnc([C@@H]3COCCN3Cc3ccncc3)[nH]2)cc1,i
O=C(O)c1ccc2oc(=O)n(Cc3ccccc3)c2c1,45%[activator]
O=C(NCCN1CCCCC1)c1cc2c(s1)CCN(C(=O)c1ccc(Cl)cc1)C2,-5%
CCNC(=O)c1n[nH]c2c1CN(C(=O)c1cc(F)cc(F)c1)CC2,3%
CCn1cc(CN2CCCCCCNC(=O)[C@@H]3CCC[C@@H]32)c(C)n1,?
Cc1cccc(CN2CCN(CC(=O)Nc3c(C)cccc3C)S2(=O)=O)c1,-16%
COc1cc(NC(=O)CC(C)n2nc(C)cc2C)cc(OC)c1 (stereo unspecified),0%
O=C1CC(c2ccccc2)N(C(=O)CNC(=O)c2ccccn2)CCCCCN1 (stereo unspecified),-12%
CC(C)CN(Cc1ccco1)C(=O)CC1C(=O)NCCN1Cc1ccoc1 (stereo unspecified),i
O=Cc1ccc(-c2cncc(C(=O)O)c2)cc1,10%[44.1 µM]
O=C(c1nnn2cc(-c3ccccc3)[nH]c(=O)c12)N1CCCCCC1,1%
CC(C)N(C(=O)Cn1cc(S(=O)(=O)Cc2ccc(C(F)(F)F)cc2)c2ccccc21)C(C)C,?
COc1ccc(CCNC(=O)Cn2nnc(-c3cccc(C(F)(F)F)c3)n2)cc1OC,20%
CC[C@H]1CN(C(=O)Nc2cccc(C(F)(F)F)c2)CC[C@H]1CC(=O)NCCSC,-3%[44.1 µM]
CCc1cccc(NC(=O)CC2=C3CCCCC3NC2=O)c1 (stereo unspecified),-9%
O=C1c2cc(N3CCOCC3)nc(-c3ccccc3F)c2CN1CC1CC1,i
CN1C[C@@H](NC(=O)c2ccc(F)cc2)C[C@H]1c1nc(-c2ccccc2)no1,11µM*
CS(=O)(=O)N1CCc2ccc(C(=O)NCc3ccc(N4CCOCC4)cc3)cc21,i
CN(C)c1ccc(C(=O)NC[C@H]2O[C@@H](CO)[C@@H](O)[C@H]2N(C)CCc2ccccc2)cc1,?
C[C@H]1[C@@H]2[C@@H](O)C([C@H](C)C(=O)NCCN3CCOCC3)CC[C@@]2(C)CC[C@@H]1NC(=O)c1ccccn1 (stereo partly specified),-15%
Cc1ccccc1Nc1n[nH]c(C(O)c2ccc3c(c2)CCO3)n1 (stereo unspecified),-24%[44.1 µM]
Fc1cccc(-c2nnn3c2nc(NCCc2ccccc2)c2ccccc23)c1,19%

Source: PubChem BioAssay

An excerpt. The share of hits here may be higher or lower than overall.
